Bioassay records (PubChem BioAssay)
mIDH1 inhibitor: inhibitors of human mutant IDH1 R132H; Potency, µM (series often up to 76.6 µM), for the others: at the top dose activity change, negative = inhibition, most hits filed as inhibitors; IDH1-R132H enzyme, NADPH consumption, diaphorase/resazurin fluorescence; hit rate 0.093% among 390,000; O75874; also: potency is read from the fitted curve at half-maximal effect; % is scaled to controls: 0 for no effect and ±100 for the full control effect; nearly all actives have a fitted effect of over 65% in size
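IDH1-R132H (0.5 ug/mL dispensed) in pH 7.5 Tris buffer was preincubated 30 min with compound, then given a substrate mix of 0.016 mM NADPH and 2 mM alpha-KG for 80 min at room temperature; remaining NADPH was read by diaphorase/resazurin fluorescence.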
Vif-A3G inh: Vif-A3G binding inhibition. Q9HC16. HeLa A3G-eYFP + Vif (tagged APOBEC3G with the HIV-1 protein that degrades it), YFP fluorescence, overnight. Potency, µM (highest dose often 46.1 µM), inactives show top-dose activity, negative = active, most hits filed as inhibitors. hit rate 0.076% among 410,000. AID 602310;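 also: potency is read from the fitted curve at half-maximal effect; % is scaled to controls: 0 for no effect and ±100 for the full control effect; nearly all actives have a fitted effect of over 60% in size; hits raise eYFP signal because A3G escapes Vif-driven loss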
Target sequence (Q9HC16 whole entry, looked up): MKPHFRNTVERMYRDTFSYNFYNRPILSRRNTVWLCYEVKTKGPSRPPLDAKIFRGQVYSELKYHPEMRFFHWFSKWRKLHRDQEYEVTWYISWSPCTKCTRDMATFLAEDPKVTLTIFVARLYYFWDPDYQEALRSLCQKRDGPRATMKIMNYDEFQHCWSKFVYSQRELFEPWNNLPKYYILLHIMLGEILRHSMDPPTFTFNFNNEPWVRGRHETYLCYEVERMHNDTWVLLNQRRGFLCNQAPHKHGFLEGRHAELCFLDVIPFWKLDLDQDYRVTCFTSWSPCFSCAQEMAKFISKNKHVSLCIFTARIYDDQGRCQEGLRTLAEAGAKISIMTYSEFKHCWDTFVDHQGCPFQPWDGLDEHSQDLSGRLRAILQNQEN
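HeLa cells stably expressing Vif and C-terminally eYFP-tagged A3G, seeded overnight at 37 deg C, then exposed to compound by pintool overnight at 37 deg C. Rise in yellow fluorescence (Ex 488/Em 500-530, Acumen) marks blocked Vif-driven A3G degradation.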
TrxR1 substrate: substrates of rat thioredoxin reductase 1; O89049; purified TrxR1 substrate turnover, NADPH consumption readout; Potency, µM (highest dose often 114 µM), without a hit: at the highest dose activity change, negative = substrate turnover; hit rate 0.01% among 390,000; AID 588456; also: potency is read from the fitted curve at half-maximal effect; % is scaled to controls: 0 for no effect and ±100 for the full control effect; nearly all actives have a fitted effect of over 50% in size
Target sequence (O89049 whole entry, looked up): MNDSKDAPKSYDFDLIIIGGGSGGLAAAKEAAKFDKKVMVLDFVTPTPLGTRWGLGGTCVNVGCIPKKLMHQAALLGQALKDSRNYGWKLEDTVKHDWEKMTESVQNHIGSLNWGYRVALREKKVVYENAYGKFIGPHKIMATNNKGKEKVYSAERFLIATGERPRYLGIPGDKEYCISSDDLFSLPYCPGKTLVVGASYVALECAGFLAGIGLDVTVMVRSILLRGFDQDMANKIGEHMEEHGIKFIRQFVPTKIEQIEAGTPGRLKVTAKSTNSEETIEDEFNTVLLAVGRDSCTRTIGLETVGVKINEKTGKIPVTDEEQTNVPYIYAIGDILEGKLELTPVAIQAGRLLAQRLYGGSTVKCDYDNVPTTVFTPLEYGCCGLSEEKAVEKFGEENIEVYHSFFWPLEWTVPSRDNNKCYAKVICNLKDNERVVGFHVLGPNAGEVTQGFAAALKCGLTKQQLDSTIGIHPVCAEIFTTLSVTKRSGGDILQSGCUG
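Rat TrxR1, dispensed at 90 nM, was prereduced with 400 uM NADPH (final) for 5 min at ~22 deg C, then incubated with compound 15 min before 400 uM selenite. A first-read NADPH fluorescence drop versus no-compound background flagged substrates.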
TrxR1 inh: rat TrxR1 inhibition | recombinant rTrxR1, NADPH fluorescence consumption, selenite substrate | AID 588453 | Potency, µM (doses to about 114 µM), inactives show top-dose activity change, negative = inhibition, most hits filed as inhibitors | hit rate 1% among 390,000; also: potency is read from the fitted curve at half-maximal effect; % is scaled to controls: 0 for no effect and ±100 for the full control effect; nearly all actives have a fitted effect of over 65% in size
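Rat TrxR1 (90 nM in the dispensed reagent) was pre-reduced with 400 uM NADPH for 5 min at room temperature, then incubated with compound for 15 min. After 400 uM selenite was added, NADPH fluorescence (Ex 340/Em 450 nm) was followed for 8 min.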
USP1-UAF1 inh: inhibitors of human USP1/UAF1 deubiquitinase; O94782; Potency, µM (titrated, usually from 57.1 µM), without a hit: top-dose activity change, negative = inhibition, hits mostly inhibitors; hit rate 0.23% among 390,000; recombinant USP1/UAF1, Ub-Rhodamine cleavage fluorescence; AID 743255; also: potency is read from the fitted curve at half-maximal effect; % is scaled to controls: 0 for no effect and ±100 for the full control effect; nearly all actives have a fitted effect of over 60% in size; inactives centre near -12
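Step one: compound is pinned into 1nM USP1/UAF1 in HEPES pH 7.8 buffer with TCEP. Step two: 15 min room-temperature incubation. Step three: Ub-Rho (150nM final) starts cleavage, tracked by fluorescence over six one-minute reads.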
RGS4 inh: inhibitors of human regulator of G protein signaling 4 | Transcreener GDP fluorescence polarization, RGS4-accelerated GTP hydrolysis | hit rate 0.039% among 390,000 | P49798 | Potency, µM (series often up to 114 µM), for inactives: top-dose activity change, negative = inhibition, most hits filed as inhibitors; also: potency is read from the fitted curve at half-maximal effect; % is scaled to controls: 0 for no effect and ±100 for the full control effect; nearly all actives have a fitted effect of over 75% in size; some results filed as inactive show a strong effect at the top dose
Target sequence (P49798 whole entry, looked up): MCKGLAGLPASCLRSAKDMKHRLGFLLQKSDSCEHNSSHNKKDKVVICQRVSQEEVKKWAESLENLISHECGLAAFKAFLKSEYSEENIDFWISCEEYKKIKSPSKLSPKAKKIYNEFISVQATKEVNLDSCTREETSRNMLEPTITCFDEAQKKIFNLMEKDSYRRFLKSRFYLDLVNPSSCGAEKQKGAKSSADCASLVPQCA
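MLSMR compounds (23 nl, pin-transferred) preincubated 10 min at room temperature with a 500nM (2x) first reagent, then RGS4 at 900nM (2x) plus Transcreener GDP mix added; fluorescence polarization (620/688 nm) read before and after 90 min at 30 °C.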
GRP78 ERSR act: inducers of ER stress response in human glioma cells; U87-MG GRP78 promoter luciferase reporter, 16 h; hit rate 0.02% among 420,000; AID 602332; Potency, µM, inactives show at the top dose activation, usual class: activators; also: potency is read from the fitted curve at half-maximal effect; series mostly up to about 76 µM; % of control where 0% means no effect; nearly all actives have a fitted effect of over 35% in size
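ERSR induction read as luciferase luminescence (Bright-Glo, 10 min at room temperature) in stably transfected human U87-MG glioma cells exposed to compounds for 16 h, using GRP78 as sensor.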
LDHA block: blocks human lactate dehydrogenase A; P00338; purified LDHA, NADH/diaphorase-resazurin fluorescence; hits give low values; activity change, % (values are at about 110 or 230 µM); hit rate 0.15% among 480,000; AID 1347041; in the data active = activity change below about -30%; inconclusive = mostly about -25% to -30%;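 also: plate controls were DMSO wells for no effect and wells without enzyme for full effect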
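Human LDH5 at 2 nM final in Tris HCl pH 7.4 with 0.06 mM NADH and 0.2 mM pyruvate, reacted 5 minutes at room temperature. Remaining NADH coupled via diaphorase/resazurin; resorufin fluorescence read at 0 and 20 minutes, normalized to enzyme-free and DMSO wells.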
Vif-APOBEC3F blk: blocks the Vif interaction with APOBEC3F; HeLa A3F-eYFP + Vif (tagged APOBEC3F with the HIV-1 protein that degrades it), YFP fluorescence increase; hit rate 0.2% among 390,000; Potency, µM (top dose mostly 46.1 µM), for the others: at the top dose activity, negative = active; also: potency is read from the fitted curve at half-maximal effect; % of control where 0% means no effect; nearly all actives have a fitted effect of over 65% in size
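HeLa cells stably expressing Vif plus C-terminally eYFP-tagged A3F were seeded, incubated overnight at 37 deg C, dosed with compound, incubated overnight again at 37 deg C. Yellow fluorescence (Ex 488/Em 500-530) reported blocked Vif-mediated A3F-eYFP degradation.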
* = called active by the depositor; ? = inconclusive; & = joins results of further samples; [ ] = remark or other dose. Unless noted, calls follow the shape of the dose curve; as a rule, active = well fitted curve in the direction sought with a large enough effect; inconclusive = small, poorly fitted or top-dose-only effect, or another doubt; inactive = no such curve, though single readings can be large; an effect the other way counts as inactive or inconclusive. Not all compounds are listed; count on the stated rates, not on these rows.

SMILES	mIDH1 inhibitor	Vif-A3G inh	TrxR1 substrate	TrxR1 inh	USP1-UAF1 inh	RGS4 inh	GRP78 ERSR act	LDHA block	Vif-APOBEC3F blk
Cc1ccc(S(=O)(=O)N2CCN(S(C)(=O)=O)CC2)cc1	-3%	0%	-8%	-5%	-10%	17%	-6%	-4	-19%
C(=N\n1cnnc1)/c1cccs1	-2%	0%	5%	11%	-4%	-10%	-3%	-6	-1%
COc1ccccc1NS(=O)(=O)c1cc2c(cc1C)NC(=O)CO2	-5%	0%	8%[57.1 µM]	20%[57.1 µM]	-24%	-2%	-1%	-7	-1%
COc1cc2nc(SCC(=O)NCc3ccco3)n(Cc3ccc(Cl)cc3)c(=O)c2cc1OC	3%	-19%	5%[57.1 µM]	14%[57.1 µM]	-22%	-4%	-1%	-8	?
c1nc(N2CCOCC2)c2c3c(sc2n1)CCCC3	3%	-1%	-7%	-14%	-10%	-9%	-3%	-2	6%
Cc1cccc(/C=N/NC(=O)c2cc3c(s2)-c2ccccc2CC3)c1	4%	?	30%[activator][57.1 µM]	38%[activator][57.1 µM]	-17%	-14%[11.4 µM]	2%	-4	6%
OC(CN1CCN(c2cccc(C(F)(F)F)c2)CC1)c1c[nH]c2ccccc12 (stereo not given)	4%	-10%	-11%	-6%	-15%	-39%	-10%	-1	-11%
CCOc1ccc(CC(=O)N/N=C/c2sccc2C)cc1	-9%	-15%	-5%	10%	-23%	12%	3%	-1	1%
CSc1nnc2ccc(-c3ccccn3)nn12	-8%	1%	2%	12%	-16%	-24%[11.4 µM]	0%	-4	-3%
CN(CCCC(=O)N1CCCC(C(N)=O)C1)S(=O)(=O)c1ccc(F)cc1 (stereo not given)	1%	-5%	8%	23%	-18%	21%	0%	-3	2%
COc1ccc(/C=N/NC(=O)Cc2n[nH]c(=O)[nH]c2=O)cc1	-2%	-2%	-8%	8%	0%	17%	-5%	-12	7%
Cc1cc(-c2nn(-c3ccccc3F)cc2CN2CCN(c3ccncc3)CC2)c(C)s1	2%	1%	-1%[57.1 µM]	0%[57.1 µM]	-18%	7%	-1%	-5	-4%
O=C(Nc1cccc(C(F)(F)F)c1)c1cnn(-c2cccc(F)c2)c1C1CCNCC1	6%	-2%	6%	12%	-17%	-4%	-3%	-6	0%
Fc1ccc(C(Nc2ccccc2Cl)c2nnc(-c3ccccc3Cl)o2)cc1 (stereo not given)	-8%	-2%	-5%	-3%	-13%	18%	-1%	-3	-6%
CN(CC(=O)Nc1ccccc1Br)C(=O)CNC(=O)c1ccc2c(c1)OCO2	12%	0%	4%	6%	-22%	-11%	-2%	-7&3	7%
Nc1nc(Cl)nc2c1ncn2C1OCC(O)C(O)C1O (stereo not given)	7%	0%	-6%	-5%	-13%	-47%	-5%	-5	?
O=C(Nc1cc(=O)[nH]c2nc(-c3ccccc3)nn12)c1ccc(Cl)cc1	13%	0%	0%	6%	-18%	-32%	2%	-5	-3%
COc1ccc(C(=O)NCCNC(=O)c2ccc(OC)cc2)cc1	14%	-3%	0%	13%	-9%	10%	1%	-15	0%
Nc1ccc2c(c1)C(=O)c1ccc(N)cc1-2	0%	4%	4%[2.29 µM]	7%[2.29 µM]	-15%	0%	0%	5	5%
Cc1ccc(S(=O)(=O)N2CCOCC2)cc1C(=O)OCC(=O)N(Cc1ccccc1)C(C)C	4%	0%	-4%	3%	-18%	5%	0%	-1	8%
CCOc1cccc(C2C(C#N)=C(N)Oc3cc(C)[nH]c(=O)c32)c1OCC (stereo not given)	-8%	-6%	0%	27%	-11%	17%	-2%	-7	0%
COc1ccc(Nc2nc(N)c([N+](=O)[O-])c(N3CCOCC3)n2)cc1	-15%	-17%	-17%	-22%	4%	24%	-3%	2	-5%
CC(NC(=O)c1ccccc1)c1ccc(Br)cc1 (stereo not given)	2%	1%	6%[57.1 µM]	24%[57.1 µM]	-7%	9%	-4%	-7	-1%
CS(=O)(=O)N1CCN(CCN2C(=O)c3cccc4cccc(c34)C2=O)CC1	5%	5%	3%	12%[57.1 µM]	-7%	0%	-4%	-1	-1%
CCn1c(=O)cc(OCC(=O)N2CCCC2)c2ccccc21	16%	-3%	-3%[57.1 µM]	11%[57.1 µM]	-5%	?	-5%	1	-1%
CCc1cccc(C)c1NC(=S)NCc1cccn1C	6%	-6%	4%	15%	-7%	-11%	1%	-6	-20%
COc1cc(/C=C/C(=O)N(C)CC(=O)Nc2ccccc2Br)cc2c1OCCO2	0%	1%	14%	25%	-9%	-15%	-1%	-6	0%
CC1CCN(C(=O)CSc2nnc3ccc(-c4cccnc4)nn23)CC1	-5%	3%	8%[57.1 µM]	5%	-6%	0%	-3%	-8	4%
COc1cc(C2C(C(=O)Nc3ccc(F)cc3)=C(C)Nc3nc(CCCO)nn32)cc(OC)c1OC (stereo not given)	11%	1%	3%[57.1 µM]	5%[57.1 µM]	-8%	-25%	-6%	0	4%
COC(=O)c1ccc(N2C(=O)CC(N(C)Cc3ccccc3)C2=O)cc1 (stereo not given)	-1%	1%	-9%	-22%	-1%	4%	-2%	-4	3%
Cc1cccc(C(=O)NNC(=O)Nc2ccccc2)c1	0%	5%	-5%	-4%	-4%	3%	-2%	-3	0%
CCCOc1ccc(-c2c(C(=O)N/N=C(\C)c3ccco3)nnn2-c2nonc2N)cc1	2%	1%	16%	15%	-16%	-39%	-10%	2	-4%
Cc1ccccc1C(=O)Nc1cc(S(=O)(=O)N2CCOCC2)ccc1N1CCN(C)CC1	7%	-4%	8%	19%	-25%	1%	-7%	-2	-9%
Cc1noc(C)c1COc1ccccc1C(=O)N1CCN(c2cccc(C(F)(F)F)c2)CC1	-6%	-25%	-2%	2%	-16%	-20%	-3%	3	3%
Cc1noc(C)c1COc1ccccc1C(=O)NC(C)c1ccc(Cl)cc1 (stereo not given)	-5%	-5%	-1%	5%	-7%	10%	-2%	-3	-6%
Cc1ccc2nc(-c3ccc(O)cc3)c(Nc3ccc4c(c3)OCCO4)n2c1	-16%&-13%	-9%&-8%	27%	-21%	-13%&-4%	-22%&16%	-1%&1%	6&-8&-4	-9%&1%
COc1cccc(NC(=O)COC(=O)c2ccc(C)c(S(=O)(=O)N3CCCCC3)c2)c1	1%	4%	1%	24%	-26%	5%	-2%	1	0%
O=C(Nc1ccc2c(c1)OCCO2)c1cc(F)c(F)cc1Cl	-1%	2%	1%	32%	-19%	18%	0%	-2	-1%
O=C(CCN1C(=O)S/C(=C\c2ccccc2)C1=O)NCCCn1ccnc1	17%	3%	-2%	4%	-18%	5%	0%	-3	-4%
NS(=O)(=O)c1ccc(CCNC(=O)c2ccccc2F)cc1	6%	2%	13%	28%	-5%	-18%	-3%	-10	-9%

Some of these compounds in order of length of the SMILES, low to high.
SMILES	mIDH1 inhibitor	Vif-A3G inh	TrxR1 substrate	TrxR1 inh	USP1-UAF1 inh	RGS4 inh	GRP78 ERSR act	LDHA block	Vif-APOBEC3F blk
Cc1ccc2nc(-c3ccc(O)cc3)c(Nc3ccc4c(c3)OCCO4)n2c1	-16%&-13%	-9%&-8%	27%	-21%	-13%&-4%	-22%&16%	-1%&1%	6&-8&-4	-9%&1%
Cc1ccccc1C(=O)Nc1cc(S(=O)(=O)N2CCOCC2)ccc1N1CCN(C)CC1	7%	-4%	8%	19%	-25%	1%	-7%	-2	-9%
COc1cccc(NC(=O)COC(=O)c2ccc(C)c(S(=O)(=O)N3CCCCC3)c2)c1	1%	4%	1%	24%	-26%	5%	-2%	1	0%

Next section
SMILES	mIDH1 inhibitor	Vif-A3G inh	TrxR1 substrate	TrxR1 inh	USP1-UAF1 inh	RGS4 inh	GRP78 ERSR act	LDHA block	Vif-APOBEC3F blk
Cc1[nH]c2ccccc2c1CC#N	-9%	-1%	6%	-14%	-11%	26%	2%	0	9%
Cc1cc(=O)[nH]c(N/N=C/c2ccc3c(c2)OCCO3)n1	0%	-1%	-2%	-11%	-12%	-17%	1%	-2	-11%
CCc1ccc(CNC(=O)c2ccc(CSc3nc4ccncc4n3Cc3ccccc3)cc2)cc1	14%	0%	1%	17%	-2%	-7%	-1%	-10	-1%
CCCCOc1ccc(C(=O)NCC(=O)NC(C)CCc2ccccc2)cc1 (stereo not given)	1%	0%	-18%	-15%	-7%	21%	-3%	-5	-12%
Nc1ccc2c(S(=O)(=O)O)cccc2c1S(=O)(=O)O	10%	2%	156%[activator]	11%	?	-30%	-2%	22	-1%

2 neighbouring compounds out of the list so far:
SMILES	mIDH1 inhibitor	Vif-A3G inh	TrxR1 substrate	TrxR1 inh	USP1-UAF1 inh	RGS4 inh	GRP78 ERSR act	LDHA block	Vif-APOBEC3F blk
Cc1[nH]c2ccccc2c1CC#N	-9%	-1%	6%	-14%	-11%	26%	2%	0	9%
Cc1cc(=O)[nH]c(N/N=C/c2ccc3c(c2)OCCO3)n1	0%	-1%	-2%	-11%	-12%	-17%	1%	-2	-11%
